# NPR1 activator = GC-A (human) enzyme activation | P16066 | HEK293 GC-A cells, cGMP TR-FRET, EC30 ANP; 0% at EC30 ANP, 100% saturating ANP | activation, % at 10 µM | hit rate 0.14% among 370,000 | AID 1671463; in the data active means activation above about 40%
# DAX1 inh-1 = NR0B1 (DAX1) inhibition; HEK293 Gal4-DAX1 luciferase reporter, luminescence; inhibition, % at 6.75 µM; hit rate 0.99% among 340,000; AID 504766;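 active means inhibition above the mean over all tested compounds plus 3 SD, cut at about 4.2% in these data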;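 further: 0% = DAX1-transfected cells with DMSO and 100% = empty-vector control cells with DMSO; inhibition shows as a rise in luminescence from relieved DAX1 repression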
# Target sequence (P51843 207-470 limits assumed): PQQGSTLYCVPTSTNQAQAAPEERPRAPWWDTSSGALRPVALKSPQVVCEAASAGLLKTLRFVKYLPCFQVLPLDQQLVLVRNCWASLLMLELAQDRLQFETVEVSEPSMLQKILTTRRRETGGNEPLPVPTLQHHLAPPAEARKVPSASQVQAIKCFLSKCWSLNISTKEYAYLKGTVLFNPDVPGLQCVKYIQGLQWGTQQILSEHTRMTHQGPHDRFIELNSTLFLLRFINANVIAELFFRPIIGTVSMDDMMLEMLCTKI
# ssDAF-12 act = S. stercoralis DAF-12 activation, primary screen. activation, % at 6.8 µM. hit rate 1% among 370,000. HEK293 ssDAF-12/GRIP1 lit1-tk-luc reporter, luminescence; % of 3 µM dafachronic acid response;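 active means activation above the mean over all tested compounds plus 3 SD, cut at about 0.9% in these data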;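 further: 0% = DMSO-only wells and 100% = 3 µM delta7-dafachronic acid wells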
# ADAM17 inh = inhibitors of human ADAM17; recombinant ADAM17, EDANS/DABCYL FRET peptide cleavage; inhibition, % at 6.95 µM; hit rate 0.83% among 370,000; AID 720648;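 active means inhibition above the mean of compounds lying between control limits plus 3 SD, set per campaign, cut at about 8.5% in these data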;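 further: 0% = DMSO-only wells as the low control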
# ADAM10 inh = inhibits human ADAM10; O14672; recombinant ADAM10, EDANS/DABCYL FRET peptide cleavage, 3 h; inhibition, % at 7 µM; hit rate 0.62% among 370,000; AID 720582;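 active means inhibition above a per-campaign cutoff equal to the mean of compounds falling between control-based bounds plus 3 SD, cut at about 20% in these data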;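 further: 0% = DMSO wells while the 100% control is not disclosed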
# Target sequence (O14672 214-748 limits assumed): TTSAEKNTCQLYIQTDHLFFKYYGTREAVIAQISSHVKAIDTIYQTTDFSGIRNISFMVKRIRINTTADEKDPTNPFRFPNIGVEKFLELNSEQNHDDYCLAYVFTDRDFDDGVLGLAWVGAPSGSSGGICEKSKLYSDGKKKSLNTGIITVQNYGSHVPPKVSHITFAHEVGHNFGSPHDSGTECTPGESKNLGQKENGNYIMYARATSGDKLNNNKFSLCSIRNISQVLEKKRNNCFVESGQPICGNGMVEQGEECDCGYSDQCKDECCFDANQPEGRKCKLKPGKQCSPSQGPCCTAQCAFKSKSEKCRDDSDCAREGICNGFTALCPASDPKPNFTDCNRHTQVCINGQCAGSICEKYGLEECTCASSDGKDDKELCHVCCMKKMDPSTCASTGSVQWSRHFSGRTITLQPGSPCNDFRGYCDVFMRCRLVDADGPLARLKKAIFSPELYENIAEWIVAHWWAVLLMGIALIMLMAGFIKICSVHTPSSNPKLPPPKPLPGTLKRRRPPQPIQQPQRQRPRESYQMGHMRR
# SMARCA2 act = SMARCA2 function activation, primary screen. activation, % at 9.1 µM. MG213 cells, MMTV-luciferase reporter, dexamethasone, overnight. hit rate 1% among 370,000. AID 652017; in the data active means activation above about 7.8%;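 further: 0% = vehicle wells and 100% = reference activator wells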
# FXN GAA850 act = frataxin GAA850 promoter activation; hit rate 0.56% among 360,000; AID 540364; HEK293 lucGAA850 FXN promoter luciferase reporter, 24 h; percent of 10 µM SAHA response; activation, % at 6 µM;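 active means activation above the average of all compounds screened plus 3 SD, cutoff fixed separately per campaign, cut at about 7.5% in these data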;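 further: 0% = DMSO wells and 100% = 10 µM SAHA wells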
# DAX1 inh-2 = blocks DAX1 repression of SF-1 activated StAR promoter; hit rate 1.1% among 370,000; HEK293T StAR-luciferase reporter, SF-1/DAX-1 repression relief; AID 652010; inhibition, % at 6.8 µM;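 active means inhibition above the mean over all tested compounds plus 3 SD, cut at about 3.6% in these data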;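 further: 0% = DAX-1 cells with DMSO and 100% = cells lacking DAX-1 with DMSO; higher inhibition means more luminescence from relief of DAX-1 repression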
# hcDAF-12 act = activates DAF-12 receptor from parasite H. contortus; hit rate 1.4% among 370,000; activation, % at 6.8 µM; AID 652067; HEK293 hcDAF-12 lit1-tk-luc reporter, luminescence; 0% DMSO, 100% Δ7-dafachronic acid;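 active means activation above the mean of all tested compounds plus 3 SD, cut at about 5.5% in these data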;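 further: 100% = response to 3 µM Δ7-dafachronic acid high control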
# hgDAF-12 ag = agonists of H. glycines DAF-12 nuclear receptor | HEK293 GAL4-hgDAF12 UAS-luciferase reporter, agonist luminescence; normalized to butyrate control | activation, % at 6.8 µM | hit rate 1.8% among 370,000 | AID 687014;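 active means activation above a cutoff set at the mean of all screened compounds plus 3 SD, cut at about 10% in these data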;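 further: 0% = DMSO wells and 100% = sodium butyrate wells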
# PG9 Ab binder = binds the HIV-1 gp120 antibody PG9; AID 624416; hit rate 0.43% among 360,000; inhibition, % at 6.7 µM; TR-FRET gp120-PG9 antibody binding; in the data active means inhibition above about 8.5%
# * marks the source's active call; other numbers are inactive results; nt = not tested or not shown.
molecule	hgDAF-12 ag	ADAM10 inh	hcDAF-12 act	NPR1 activator	DAX1 inh-1	FXN GAA850 act	DAX1 inh-2	ssDAF-12 act	PG9 Ab binder	ADAM17 inh	SMARCA2 act
O=C(COC(=O)c1ccc[nH]c1=O)NCCc1ccc(F)cc1	0.7	1	-1.6	1	-0.2	2.3	-0.6	-1.7	1.9	-5	-1
O=C(/C=C/c1c(Cl)cccc1Cl)NCc1ccco1	-1.6	-15	-3.0	4	-1.0	4.4	-0.1	-1.4	-0.8	-1	-2
Nc1n[nH]c(C2CCCCC2)n1	0.1	-10	-1.4	-5	0.8	0.5	0.6	-1.1	1.0	0	1
CC(=O)NC(c1ccccc1)c1nc(-c2cc3ccccc3o2)cs1 (stereo not given)	2.8	-4	-1.6	11	nt	2.6	-0.7	-0.6	-0.8	0	-1
CCc1c(C)c(C#N)c2nc3ccccc3n2c1NCc1ccco1	0.0	-217	-1.3	20	-0.8	0.1	-1.4	-1.5	-3.3	-60	0
CCn1c(=O)cc(SCC(=O)Nc2cc(OC)c(OC)c(OC)c2)c2ccccc21	-2.7	-2	0.3	-2	-1.2	-0.3	-0.9	-1.5	-2.5	-1	-2
CC1=C(C#N)C(NC(=O)C2CCCCC2)(C(F)(F)F)C(=O)N1 (stereo not given)	1.5	0	-1.1	6	1.9	-1.4	-0.5	-1.9	0.9	-4	-1
COc1ccc(/C=C2/CCCC(C(=O)C(F)(F)F)=C2O)cc1OC	0.1	1	-1.6	-1	-0.3	3.2	0.4	-1.1	1.1	-4	-2
COc1ccc(-c2nc(N3CCN(C)CC3)sc2-c2ccc(OC)cc2)cc1	1.5	-1	0.0	1	0.1	0.3	-0.1	-1.0	-2.2	0	2
Cc1cc(C)cc(NC(=O)CNC(c2ccccc2)c2ccccc2)c1	-1.8	9	-0.4	-2	-0.5	-0.7	-0.3	-1.2	-0.4	2	-5
NC(=O)c1cnn(C2CCS(=O)(=O)C2)c1 (stereo not given)	0.7	-4	0.4	0	1.0	0.0	-0.3	-1.3	-1.2	0	0
COc1ccc(C(=O)Nc2ccc(NC(=O)c3cccs3)c(OC)c2)cc1Cl	-0.3	-81	-2.1	-4	-1.2	0.0	-2.9	-1.9	0.7	-34	-2

molecule	hgDAF-12 ag	ADAM10 inh	hcDAF-12 act	NPR1 activator	DAX1 inh-1	FXN GAA850 act	DAX1 inh-2	ssDAF-12 act	PG9 Ab binder	ADAM17 inh	SMARCA2 act
Cc1ccc(C(=O)O)cc1NC(=S)NC(=O)c1ccc(-c2ccccc2)cc1	9.8	4	2.0	6	3.9	3.2	0.1	-0.8	-1.5	0	2
CC(=O)NCCc1ccc(C(=O)COC(=O)c2cccn2C)cc1	9.5	-42	2.0	-4	-0.9	2.3	-1.2	0.3	-3.0	-2	9.2*
O=C(CSc1nnc(-c2cccs2)n1-c1ccccc1)N1CCCc2ccccc21	-0.5	6	0.9	-27	-0.8	-3.8	-1.5	-1.6	3.4	1	0
CC(=O)NC1=NN(C(C)=O)C(C)(CS(=O)(=O)c2ccc3ccccc3c2)S1 (stereo not given)	-0.3	-8	-1.1	-3	0.4	-1.7	0.0	-1.4	-0.8	-1	-2
CC(=O)c1ccc(OCc2cc(C(=O)N(C)Cc3ncc(C)[nH]3)no2)cc1	-1.1	3	-1.4	0	0.7	-1.6	-0.7	-1.0	-1.0	0	-2
CC(C)c1onc(C(=O)NCc2cccs2)c1[N+](=O)[O-]	2.9	-8	0.1	-1	0.6	0.1	0.0	-1.9	-1.0	-3	0
O=c1[nH]ncn1-c1ccc(Br)cc1	-2.1	-9	-0.9	3	5.2*	0.9	0.1	-1.0	-1.5	-2	-5
COC(=O)CCN(C(=O)c1cc(OC)c(OC)c(OC)c1)c1ccccn1	0.5	4	0.5	-6	-0.3	0.6	-0.3	-0.7	-1.2	-2	-3
C=CCN1C(C(=O)OC)CN(Cc2cn(Cc3ccc(Cl)cc3)nn2)CCS1(=O)=O (stereo not given)	-0.9	2	-2.5	3	nt	nt	-1.2	-0.7	nt	1	8.5*
C=CCNC(=S)Nc1cccc(N)c1	-0.6	3	-1.8	0	1.8	1.0	-0.5	-1.1	-1.3	0	3
COc1ccc(NC(C)=O)cc1S(=O)(=O)N1CCn2cccc2C1C (stereo not given)	3.0	-14	-1.9	1	-1.2	2.0	1.8	-1.2	-1.4	-2	-2
COC(=O)Cc1[nH]nc2c1C(C1C=CCCC1)C(C#N)=C(N)O2 (stereo not given)	2.5	-7	2.2	4	-1.0	-0.6	-0.3	-0.7	-0.4	-2	0

molecule	hgDAF-12 ag	ADAM10 inh	hcDAF-12 act	NPR1 activator	DAX1 inh-1	FXN GAA850 act	DAX1 inh-2	ssDAF-12 act	PG9 Ab binder	ADAM17 inh	SMARCA2 act
CSc1cccc(NS(=O)(=O)c2ccc(-c3coc(C)n3)cc2)c1	-3.3	11	0.2	-1	0.3	-1.7	-3.0	-0.9	-0.8	5	-3
CCN1CCN(CCCNC(=O)c2csc3c2CCCCC3)CC1	0.9	-4	0.9	2	0.2	-2.0	0.4	-0.7	-2.5	-2	-3
CCN(CC(=O)NCc1cccs1)C(=O)c1ccc(S(=O)(=O)Nc2cccc(C)c2C)cc1	-4.4	4	-3.2	-5	1.9	-2.6	0.2	-1.0	-3.0	2	2
O=C(CCN1C(=O)S/C(=C\c2cccs2)C1=O)NC1=NCCS1	3.1	2	-0.5	-1	0.6	3.9	-0.1	-1.4	-3.2	4	4
Cc1cccc(CCNC(=O)C2CCCN(S(=O)(=O)c3cccc4nsnc34)C2)c1 (stereo not given)	-2.2	14	0.8	-4	-1.6	-1.5	0.6	-1.3	-1.4	6	-1
CCOC(=O)C1=C(C)NC(C)=C(C(=O)OCC)C1C(=O)OCC(=O)N1CC(C)OC(C)C1 (stereo not given)	-0.9	-213	0.9	5	2.3	1.3	1.1	-1.6	-2.4	-66	-4
COc1ccc(NC(=O)c2cccc(N3C(=O)C4C5C=CC(C5)C4C3=O)c2)c(OC)c1 (stereo not given)	0.1	10	-0.2	3	0.2	0.5	0.0	-1.4	0.7	-2	-2
N=C1/C(=C\c2ccc(OC(=O)c3ccccc3)cc2)C(=O)N=C2SC(N3CCOCC3)=NN12	5.4	-33	2.0	3	2.0	0.3	1.2	-0.5	-2.3	-15	1
CCNC(=O)C(C)Sc1ccc(Cl)cc1 (stereo not given)	-0.8	0	-2.0	2	0.3	0.1	0.8	0.0	1.0	-6	-3
COc1cccc(NC(=O)CN(C)C(=O)c2ccc(-c3ccccc3Cl)o2)c1	-1.2	-4	-1.3	0	0.4	-1.1	-1.8	-0.9	-2.5	-1	-1
Cc1ccc(NC(=O)CSc2nc3ccccc3nc2N2CCCC2)cc1	1.8	-12	-1.2	-1	0.1	-0.4	0.4	-0.4	-1.3	-5	1
CCC1=Nc2cc(C(=O)N3CCCCC3)ccc2Sc2ccc(C)cc21	0.3	8	0.3	3	0.3	1.3	-0.2	-1.4	-1.0	2	0

# 2 compounds from above, limited to ADAM10 inh and hcDAF-12 act.
mol,ADAM10 inh,hcDAF-12 act
CSc1cccc(NS(=O)(=O)c2ccc(-c3coc(C)n3)cc2)c1,11,0.2
CCN1CCN(CCCNC(=O)c2csc3c2CCCCC3)CC1,-4,0.9

# (list continues)
molecule	hgDAF-12 ag	ADAM10 inh	hcDAF-12 act	NPR1 activator	DAX1 inh-1	FXN GAA850 act	DAX1 inh-2	ssDAF-12 act	PG9 Ab binder	ADAM17 inh	SMARCA2 act
Cc1nn(-c2ccccc2)c2c1C(=O)N(Cc1ccccc1)C(=O)C(C)(C)C2	-1.1	8	-1.6	2	-0.6	1.6	-0.8	-1.5	-1.1	0	0
Cn1ccsc1=NC(=O)c1ccc(S(=O)(=O)C(F)F)cc1	8.9	7	2.4	1	-1.0	2.2	0.8	-1.0	0.4	1	1
O=C(CC(=O)c1ccccc1)Nc1cc(C(F)(F)F)ccc1Cl	1.3	-3	-0.1	2	-0.3	-1.8	-0.1	-0.5	1.3	0	0
Nc1cc(=O)[nH]n1C1CCCC1	-5.8	3	0.1	1	0.6	4.2	0.1	-0.9	-1.4	-3	3
CC(C)CC(C(=O)OCC(=O)c1c(N)n(C)c(=O)n(C)c1=O)N1C(=O)c2ccccc2C1=O (stereo not given)	2.4	11	-2.1	2	-0.7	2.8	0.8	-0.8	-0.7	5	2
Cc1n[nH]c(C)c1S(=O)(=O)N1CCCCCC1	0.1	2	-1.7	0	2.1	-2.9	0.1	-0.9	-0.6	-1	1
Cc1cc(C)c(S(=O)(=O)NC2CC(C)(C)NC(C)(C)C2)cc1Br	-2.7	7	0.2	-8	-0.5	0.1	0.1	-1.4	-0.4	0	2
CCOC(=O)c1cc(S(=O)(=O)NCCc2ccccc2)cn1C	2.8	-5	0.3	3	0.6	3.2	1.1	-1.6	-2.9	-4	-1
O=C(Nc1n[nH]c(C(F)(F)F)n1)C1CC1	1.1	-1	-1.6	-3	0.4	-1.0	-0.1	-1.6	-0.8	-8	-3
CCCC(C(=O)O)n1c(O)c(C=C2N=c3ccccc3=N2)sc1=S (stereo not given)	-0.9	-139	1.6	-3	1.2	1.5	-0.1	-0.4	-2.3	-38	1
Cc1ccc(S(N)(=O)=O)cc1NC(=O)/C=C/c1cccs1	2.7	8	1.5	2	-0.5	-1.5	-0.3	-1.2	-3.0	-1	1
Cc1ccc2sc(N(CCCN(C)C)C(=O)c3ccc(S(=O)(=O)N4CCc5ccccc5C4)cc3)nc2c1C	1.1	6	1.3	1	1.3	3.5	0.4	-1.0	0.0	0	0

molecule	hgDAF-12 ag	ADAM10 inh	hcDAF-12 act	NPR1 activator	DAX1 inh-1	FXN GAA850 act	DAX1 inh-2	ssDAF-12 act	PG9 Ab binder	ADAM17 inh	SMARCA2 act
CCCCn1c(N)c(N(CCOC)C(=O)c2ccc3c(c2)OCCO3)c(=O)[nH]c1=O	1.1	-6	-1.7	-1	0.6	0.7	1.8	-1.0	-2.0	0	0
Cc1ccc(NC(=O)CC2OC(=O)c3ccccc32)cc1S(=O)(=O)N1CCOCC1 (stereo not given)	2.1	-6	-0.5	-4	1.6	-0.6	1.9	-1.3	-0.3	-1	4
C[C@H](CO)N1C[C@H](C)[C@@H](CN(C)S(C)(=O)=O)Oc2ccc(NC(=O)Nc3ccccc3)cc2C1=O	-1.2	-4	-1.0	-2	2.6	-1.2	-0.2	-0.8	0.5	-5	1
CCN(CC)c1nc2c(c(=O)[nH]c(=O)n2C)n1Cc1ccccc1	-3.5	6	-3.4	-3	-0.5	0.6	-0.2	-1.2	1.5	2	0
O=C(Nc1nnc([C@@H]2C[C@H](O)[C@@H](CO)O2)s1)c1c(F)cccc1F	-0.3	-13	0.8	5	nt	0.0	-0.7	-0.7	0.0	-6	-6
Cn1nccc1C(=O)Nc1ccc2c(c1)OCCO2	1.9	1	0.3	-2	0.9	-4.1	-0.1	-1.2	-3.2	1	-3
COc1ccc(C(=O)NNC2=NC(C)(C)Cc3ccccc32)cc1	1.4	4	0.8	-1	0.6	1.7	-0.4	-0.8	-1.8	0	1
CC1(C)Cc2c(sc(NC(=O)COc3ccc(Cl)cc3)c2C(N)=O)C(C)(C)N1	-1.7	5	1.0	5	-0.2	2.2	0.3	-0.9	0.0	-5	2
O=[N+]([O-])c1cc(/C=N/n2c(-c3cccnc3)n[nH]c2=S)ccc1Cl	1.0	0	-1.5	-4	-1.2	2.2	0.2	-1.1	2.8	0	5

# Rows were taken by chance; about 6.8% have a hit in one of these screens.
